# Compound activity (PubChem)
# ALOX12 inhib: 12-hLO (ALOX12) enzyme inhibition; Potency, µM (top dose mostly 57.1 µM), without a hit: at the highest dose activity change, negative = inhibition, hits mostly inhibitors; purified 12-hLO, xylenol orange hydroperoxide absorbance; 150,000 compounds, 0.12% hits; P18054; further: potency means the concentration at half of the fitted maximal effect; nearly all actives have a fitted effect of over 55% in size; many of its hits are not listed in these tables
#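 150 nM 12hLO, 25 mM Hepes pH 7.0 + 0.01% Triton X-100; cpd preinc 15 min RT; 40 uM arachidonic acid, 30 min RT; Fe-XO 30 min; A573/A405 ratio as read-out.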
# PNC assembly inh: perinucleolar compartment assembly inhibition. PC3M PTB-GFP, PNC prevalence imaging, 16 h; hits give low values. activity change (PNC), negative = inhibition, % at 10 µM. 140,000 compounds, 3.1% hits. AID 2417;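 active means readout at or below -70, meaning at least 70% loss of cells showing the perinucleolar compartment, a nuclear body marking cancer cells; inconclusive means readout between -30 and a set limit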;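 further: plate controls were DMSO wells for no effect and camptothecin positive control wells for full effect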
#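 Read-out is percentage of cells bearing a perinucleolar compartment, from automated 20x imaging of fixed, Hoechst-stained PC3M PTB-GFP cells. Cells were seeded 4 h, then exposed 16 h to compound (23 nl of library stock) in duplicate plates.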
# IMPase inh: cell-permeable inhibitors of inositol monophosphatase (IMPase) | 120,000 tested, under 10 active | AID 901 | inhibition (IP1 accumulation), % at 46.1 µM | P97697 | CHO-M1 cells, IP1 accumulation, HTRF TR-FRET ratio; active means well fitted curve in the direction sought with a large enough effect in the signal ratio, not every such curve was filed as active; inconclusive means small, poorly fitted or top-dose-only effect, or a change in a side signal; inactive means no such curve, though single readings can be large or run the other way; the % refers to the signal ratio;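 further: cells stimulated with carbachol in lithium chloride buffer; plate controls were DMSO basal wells for no effect and reference inhibitor wells for full effect; higher means more IMPase inhibition seen as more IP1 and lower FRET ratio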
# Target sequence (P97697 whole entry, looked up): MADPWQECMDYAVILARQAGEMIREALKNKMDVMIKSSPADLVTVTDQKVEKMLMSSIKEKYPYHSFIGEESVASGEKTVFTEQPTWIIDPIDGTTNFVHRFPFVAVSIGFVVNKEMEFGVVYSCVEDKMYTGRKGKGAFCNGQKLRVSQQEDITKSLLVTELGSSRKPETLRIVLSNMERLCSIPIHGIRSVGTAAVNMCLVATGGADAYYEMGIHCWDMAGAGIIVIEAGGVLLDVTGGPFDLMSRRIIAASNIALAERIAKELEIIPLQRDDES
#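 Elevated IP1 in lysates lowers TR-FRET signal (665/620 ratio and 620 channel reported). Cells were CHO-M1, given carbachol (50 uM as added) plus 50mM LiCl, pH 7.4, 30 min, 37C; compounds titrated up to 46 uM; AC50 by Hill equation.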
# ALOX15B inhib: inhibitors of human 15-lipoxygenase 2 (ALOX15B). O15296. purified 15hLO-2, xylenol orange hydroperoxide absorbance. Potency, µM (doses to about 57.1 µM), for inactives: at the top dose activity change, negative = inhibition, usual class: inhibitors. 110,000 compounds, 0.56% hits; further: potency means the concentration at half of the fitted maximal effect; nearly all actives have a fitted effect of over 60% in size; many of its hits are not listed in these tables
# Target sequence (O15296 whole entry, looked up): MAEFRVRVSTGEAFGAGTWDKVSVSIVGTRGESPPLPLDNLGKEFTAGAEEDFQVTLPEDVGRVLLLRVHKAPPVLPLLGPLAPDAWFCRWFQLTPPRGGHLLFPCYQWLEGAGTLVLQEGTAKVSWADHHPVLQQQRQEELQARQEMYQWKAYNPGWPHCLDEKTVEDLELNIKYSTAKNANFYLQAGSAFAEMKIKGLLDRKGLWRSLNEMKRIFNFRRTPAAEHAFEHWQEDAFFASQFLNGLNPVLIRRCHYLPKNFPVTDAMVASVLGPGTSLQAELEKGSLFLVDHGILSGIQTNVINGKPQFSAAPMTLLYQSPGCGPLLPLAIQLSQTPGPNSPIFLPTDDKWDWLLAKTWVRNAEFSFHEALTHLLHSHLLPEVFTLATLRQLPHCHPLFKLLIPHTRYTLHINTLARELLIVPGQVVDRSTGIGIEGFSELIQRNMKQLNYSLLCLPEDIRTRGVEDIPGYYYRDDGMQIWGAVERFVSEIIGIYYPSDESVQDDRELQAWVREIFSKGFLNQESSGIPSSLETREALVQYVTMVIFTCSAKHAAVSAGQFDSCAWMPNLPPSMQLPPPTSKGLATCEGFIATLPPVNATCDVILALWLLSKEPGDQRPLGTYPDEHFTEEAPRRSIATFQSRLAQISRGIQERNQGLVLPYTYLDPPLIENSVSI
#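 Read-out: hydroperoxide product oxidises ferrous iron, measured as xylenol orange complex via the 573-to-405 nm absorbance ratio after 30 min. Reaction: 50 nM enzyme, 15 min compound preincubation, 45 uM arachidonic acid, 90 min RT, Hepes pH 7.5 with Triton X-100.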
# The depositor's hits bear a star; u = inconclusive; x = no result given; & = joins results of further samples; [ ] = dose if it differs, or a comment. Unless noted, the call rests on the fitted dose curve; in most records, active means well fitted curve in the direction sought with a large enough effect; inconclusive means small, poorly fitted or top-dose-only effect, or another doubt; inactive means no such curve, though single readings can be large; an effect the other way counts as inactive or inconclusive. Unless noted, on the % scale 0 is the no-effect control and ±100 the full control effect.
SMILES,ALOX12 inhib,PNC assembly inh,IMPase inh,ALOX15B inhib
Cc1ccccc1-n1c(SCC(=O)N/N=C/c2c(C)nn(-c3ccccc3)c2C)nc2ccccc2c1=O,0%,37,x,x
Cc1ccc(-n2c(Cn3cnc4ccccc43)nnc2SCC(=O)O)cc1,1%,331,-6,x
O=C(CSc1nc2ccccc2[nH]1)NC(=O)NCc1ccco1,3%,-3,7[1.84 µM],9%[11.4 µM]
O=c1cc(-c2cccc([N+](=O)[O-])c2)[nH][nH]1,0%,11,x,x
O=NN(CCCl)C(=O)NCCCl,3%&-1%,x,-2,-5%&-6%
CCOCCn1c(COc2ccccc2)nc2ccccc21,-5%,5,-6,12%
CCCOc1ccc(N2C(=O)CC(N3CCOCC3)C2=O)cc1 (stereo not given),2%,u,4,-18%
NNc1nc2c(Cl)c(Cl)ccc2s1,-7%,30,x,x
COc1cc(CNn2nnnc2N)ccc1OCc1c(Cl)cccc1Cl,-2%,-9,1,1%
Cc1ccc(C)n1NC(=O)c1cccs1,-3%,-117*,5,-12%
CCOc1ccc(C(NC(=O)c2ccco2)c2ccc(OC)c(OC)c2)cc1 (stereo not given),-1%,-28,3,-3%
N#CCSc1nnc(-c2ccc(S(=O)(=O)N3CCOCC3)cc2)n1CC1CCCO1 (stereo not given),-4%,5,6,27%
COC(=O)[C@H](CCSC)NC(=O)NCc1ccc(S(N)(=O)=O)cc1,6%,2,5,4%
CC(NS(=O)(=O)c1ccccc1)C(c1cccs1)N1CCN(c2ccccc2)CC1 (stereo not given),1%,-13,7,-1%
CC(=O)N1CCCc2cc(S(=O)(=O)Nc3ccc(C)cc3C)ccc21,-1%,u,x,x
O=C(O)c1ccccc1C(=O)Nc1ccc(S(=O)(=O)Nc2nccs2)cc1,1%,x,-4[20.6 µM],u
N#Cc1c(NC2CCCCC2)nc(-c2ccco2)c2c1CCCC2,-5%,22,0,-9%
COc1cc(C(=O)N2CCN(S(=O)(=O)c3ccc(C)cc3)CC2)ccc1OCc1c(C)noc1C,-14%,25,4,3%
O=C(Nc1nc2ccc(Oc3ccccc3)cc2s1)c1cc([N+](=O)[O-])ccc1N1CCOCC1,0%,u,3,x
COc1cccc2c1OC[C@@H](CO)[C@H]2N(C)C(=O)Nc1ccc(Cl)cc1Cl,-8%,20,0,-10%
COc1ccccc1N(CC(=O)NCc1ccccc1)S(C)(=O)=O,-2%,30,7,0%
CCOC(=O)CN1NC2(CCCCC2)NC1=S,-27%,-14,2,-23%
O=[N+]([O-])c1ccc(N2CCC(O)CC2)nc1,-4%,-8,x,x
Cc1nn2c(C)c(C(=O)Nc3ccccc3)cnc2c1C#N,3%,-12,1,-5%
CCOC(=O)N1CCC(Nc2ncnc3c2cnn3-c2ccc(Cl)cc2)CC1,1%,20,4,0%
COCCOC(=O)c1sc(=S)n(CCOC)c1N,-7%,-28,-3,u
O=C1CN(C(=O)c2ccccc2)c2ccccc2N1,1%,-2,8,-3%
OC(CNCCc1ccc(C(F)(F)F)cc1)COc1ccc2ccccc2c1 (stereo not given),-4%,u,x,x
CC(CCc1ccccc1)NC(=O)C1CCN(S(=O)(=O)N2CCCCC2)CC1 (stereo not given),-6%,5,9,-3%
Cc1c(C(=O)N2CCCCCC2)oc2ccccc12,0%,26,0,-6%
Cc1cccc(NC(=O)C2CCCN2C(=O)OCC(C)C)c1 (stereo not given),-6%,30,0,2%
COc1cc(OC)cc(C(=O)N[C@H](C(=O)Nc2nc3c(s2)CCCC3)C(C)C)c1,-1%,u,x,x
CCSc1ccc2nnc(-c3ccc(F)cc3)n2n1,-1%,u,2[1.84 µM],5%[11.4 µM]
Cc1ccc([N+](=O)[O-])cc1S(=O)(=O)N(C)C,-7%&-6%&-8%,x,-1&3,12%&-5%&12%
Nc1c(NCc2ccccc2)c2ccccc2oc1=O,-23%,8,7,-12%
Cc1ccc(S(=O)(=O)N(CC(=O)NCc2ccncc2)C2CCCCC2)cc1,-6%,6,2,6%
Cc1cccc(CSc2ccc(-c3cccs3)nn2)c1,2%,-4,-14,x
O=C(Nc1ccccc1Cl)C1CCN(Cc2cnn(-c3ccccc3)c2-n2cccc2)CC1,9%,19,3,22%
CCOc1cccc(OCCCCN2CCOCC2)c1,-11%,16,11,-1%
O=C(Nc1nc(-c2cccs2)c(-c2ccccc2)s1)c1ccco1,-9%,3,-5,8%
Cc1cc(N/C(=N\S(=O)(=O)c2ccc(Cl)cc2)c2ccc(F)cc2)no1,-9%,u,4,-4%
Cc1cc(C(=O)N2CCN(S(C)(=O)=O)CC2)sc1-c1ccccc1,6%,-3,2,-3%
O=C(NCC(c1cccnc1)N1CCN(c2ccccc2)CC1)OCc1ccccc1 (stereo not given),16%,-7,8,x
COc1ccc(CC(=O)NCc2ccccn2)cc1OC,8%,42,1,53%[activator]
O=C(CSCc1ccc(Cl)cc1)Nc1ccc(-c2nnc(-c3ccccc3)o2)cc1,3%,22,-5,x
C=CCC(CC=C)(C(=O)O)c1ccccc1,3%,11,u,-2%
O=C(N/N=C/c1ccc(N2CCOCC2)c([N+](=O)[O-])c1)c1ccc(F)cc1,5%,9,-1,-4%
COc1ccc(N2C(=O)C3CCCN3C2c2ccccc2Cl)cc1 (stereo not given),-4%,u,0,7%
COc1cc(-c2ccc(NC(=O)c3ccc(C)cc3)c(OC)c2)ccc1NC(=O)c1ccc(C)cc1,-3%,40,2,20%
Cc1ccc(-n2c(SCC(=O)OC(C)C)nnc2-c2ccco2)cc1,-4%,u,11,-12%
COC(=O)c1c(-c2ccccc2)csc1NC(=O)c1c(-c2ccccc2)noc1C,-2%,-112*,4,x
CCOC(=O)C1CCN(C(=O)COc2ccc(S(=O)(=O)NC(C)C)cc2)CC1,-4%,-19,18,19%
COc1ccc(-c2nc(SCC(=O)Nc3nccs3)c(-c3ccc(Cl)cc3)[nH]2)cc1,-8%,10,x,x
Cc1cccc(-n2c(C)cc(/C=C3/C(=N)N4C(c5ccccc5)=CSC4=NC3=O)c2C)c1,2%,5,x,x
O=C(CC1SC(=NC2CCCCC2)NC1=O)Nc1ccccc1 (stereo not given),35%,226,-2,x
CCC1CCCCN1C(=O)COC(=O)c1n[nH]c2ccccc12 (stereo not given),-3%,-2,-4,0%
CCOC(=O)c1c(N2C(=O)C3CC(C)=C(C)CC3C2=O)sc(C)c1C (stereo not given),-7%,u,-1,-2%
O=C(NN1CCOCC1)c1ccc(Cl)cc1,-1%,u,x,x
C1=C(CN2CCOCC2)COc2c1cccc2OC[C@@H]1CNCCO1,0%,x,0,21%
Cc1cccc(NC(=O)Cc2noc3ccccc23)c1,-7%,-19,-2,x
# Additional compounds.
SMILES,ALOX12 inhib,PNC assembly inh,IMPase inh,ALOX15B inhib
O=C(NCc1ccco1)C1CCCN(S(=O)(=O)c2cccc3nonc23)C1 (stereo not given),-3%,u,9,-14%
CCOc1ccc(NC2c3ccccc3C(=O)N2Cc2ccc3c(c2)OCO3)cc1 (stereo not given),-21%,-22,17,-9%
COc1ccc2cnnc(SCC(=O)Nc3ccc(C(=O)O)cc3)c2c1OC,0%,-29,-11,x
C#CCOCCOCCOCCNc1nc(N2CCN(C(=O)Cn3cc(CC(C)O)nn3)CC2)nc(N2CCN(C(=O)[C@H](C)n3cc(CCCN=C(N)N)nn3)CC2)n1 (stereo not given in full),-2%,u,x,x
O=C(O)CSc1nnc(-c2ccc(S(=O)(=O)N3CCCC3)cc2)n1Cc1ccco1,0%,-9,-2,-1%
Cc1ccc(C(=O)NNC(=O)CCC(=O)Nc2cccc(Cl)c2C)cc1,1%,u,-2,x
CN(Cc1ccccc1)c1ccc2nnc(-c3ccccc3)n2n1,-2%,45,x,x
COc1cc(NC(=O)CSc2nccc(C)n2)c(C)cc1[N+](=O)[O-],-5%,1,x,x
Cc1csc2nc(CNS(=O)(=O)N(C)C)cn12,7%,-8,8,12%
Cc1cc(NC(=O)CSc2nnc(-c3c[nH]c4ccccc34)n2-c2ccc(Cl)cc2)no1,4%,7,11,-6%
O=C(CSc1nnc(CCCN2C(=O)c3cccc4cccc(c34)C2=O)n1-c1ccccc1)N1CCCCC1,3%,17,7,x
O=C(c1cccc(F)c1)N1CCC2(CC1)CCN(c1ccc(-c3ccccc3)cc1)CC2,3%,x,x,1%
O=C(Nc1ccc2c(c1)OCO2)c1cccc(S(=O)(=O)N2CCCC2)c1,-5%,u,3,8%[2.29 µM]
CCCC(=O)Nc1ccc2c(c1)nc(CN1CCCC1)n2C,-3%,-21,2,12%
O=C(Nc1ccc2c(c1)nc1n2CCOC1)c1ccccc1,-4%,15,-2,5%
CCc1ccc(NC(=O)c2noc3c2CCC3)cc1,-4%,57,9,-16%
O=C1NCC(COCc2ccco2)O1 (stereo not given),-3%,14,u,5%
O=C(COc1ccc(N2C(=O)c3ccccc3C2=O)cc1)c1ccccc1,1%,-5,x,x
O=C(Cn1ncc(Cl)c(Cl)c1=O)NCC1CCCCC1,1%,u,x,x
CC(=O)c1cccc(N=C2NC(=O)CS2)c1,0%,22,7,-3%
CCOC(=O)C1=C(N)OC2=C(C(=O)CC(C)C2)C1c1cccnc1 (stereo not given),-2%,13,x,x
O=C(Nc1c(C(=O)O)[nH]c2ccccc12)NC1CCCCC1,-5%,-100*,1,u
Nc1cc(CN2C(=O)c3ccccc3C2=O)cc(Cl)c1O,-7%,u,6,u
O=c1c2c3c(sc2ncn1Cc1ccc(F)cc1)CCC3,-6%,30,-1,-14%
COc1ccc(OC)c(C(c2nnnn2CCc2ccccc2)N2CCN(c3ccccc3)CC2)c1 (stereo not given),-2%,-25,5,3%
CC(C)(C)c1[nH]nc2c1C(c1ccc(OC(=O)c3ccco3)cc1)C(C#N)=C(N)O2 (stereo not given),-7%,-24,-1,-8%
COc1ccccc1CNC(=O)COC(=O)c1cnccn1,-1%,-17,3,-4%
O=c1[nH]c(CN2CCN(S(=O)(=O)c3ccc(Cl)cc3)CC2)nc2cc(Cl)ccc12,-8%,25,0,x
Cn1c(C(=O)OCC(=O)NCc2ccco2)cc2sccc21,-8%,3,-7,-20%
COC(=O)N/N=C1\CCCc2ccccc21,-1%,-10,x,x
Cc1ccc2ccc(C(Nc3ccccn3)c3ccccc3)c(O)c2n1 (stereo not given),-21%,-82*,7&-1,55%[activator]
CCCCn1c(SCC(=O)N2CCCc3ccccc32)nc2c1c(=O)n(C)c(=O)n2C,3%,-12,-5,-2%
CCn1c(CCNC(=O)c2ccc(C)cc2)n[nH]c1=S,0%,12,x,x
Cn1cccc1/C=N/n1c(-c2ccc(Cl)cc2)n[nH]c1=S,6%,5,10,-11%
COc1ccc(S(=O)(=O)N(C)CC(=O)NCc2cccnc2)cc1Cl,1%,u,-2,-2%
Cc1ccccc1OCC(=O)Nc1ccc(N2CCN(C(=O)C(C)C)CC2)c(Cl)c1,5%,45,12,-12%
CCCCN(C(=O)c1cc(OC)c(OC)c(OC)c1)C1=CC2CCC(C1)N2C (stereo not given),-3%,15,2,8%

# Single records (already shown). Order of screens: ALOX12 inhib, PNC assembly inh, IMPase inh, ALOX15B inhib
# Cc1ccccc1OCC(=O)Nc1ccc(N2CCN(C(=O)C(C)C)CC2)c(Cl)c1 in the list: 5%, 45, 12, -12%
# CCn1c(CCNC(=O)c2ccc(C)cc2)n[nH]c1=S in the list: 0%, 12, x, x
# COc1ccc(S(=O)(=O)N(C)CC(=O)NCc2cccnc2)cc1Cl in the list: 1%, u, -2, -2%
# Cn1cccc1/C=N/n1c(-c2ccc(Cl)cc2)n[nH]c1=S in the list: 6%, 5, 10, -11%
# CCCCN(C(=O)c1cc(OC)c(OC)c(OC)c1)C1=CC2CCC(C1)N2C (stereo not given) in the list: -3%, 15, 2, 8%

# Not all compounds are listed (hit frequency here may not be typical).
